Mito fusion act = qHTS Assay for Small Molecule Inhibitors of Mitochondrial Division or Activators of Mitochondrial Fusion; S. cerevisiae fusion-defective mutant growth rescue, CellTiterGlo 48 h; Potency, µM (top dose mostly 46.1 µM), for the others: at the top dose growth rescue (activation), usual class: activators; 0.23% of 320,000 active;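 also: potency is read from the fitted curve at half-maximal effect; % of control where 0% means no effect; nearly all actives have a fitted effect of over 45% in size; temperature-sensitive fusion mutants such as fzo1-1 at 37 °C on non-fermentable ethanol glycerol medium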
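Read-out: ATP-based luminescence (CellTiterGlo, 10 min ambient) reporting growth of fusion-defective ts yeast after 48 hours at 37C on glycerol/ethanol YPEG medium in the presence of compound.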
Eya2 inh = qHTS Assay for Inhibitors of the Phosphatase Activity of Eya2. Protein phosphatase EYA2 (Homo sapiens), O00167. recombinant Eya2, OMFP fluorescence dephosphorylation (OMFP is methylfluorescein phosphate). Potency, µM (top dose mostly 76.9 µM), without a hit: top-dose activity, negative = inhibition, usual class: inhibitors. 0.006% of 330,000 active; also: potency is read from the fitted curve at half-maximal effect; % is scaled to controls: 0 for no effect and ±100 for the full control effect
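Eya2 protein (added as 0.2 uM solution) was preincubated with compound for 10 min at ambient temperature in 50 mM HEPES pH 7.5, 50 mM NaCl, 5 uM MgCl2, 0.05% BSA, 1 mM DTT. OMFP (added at 50 uM) then reacted 10 min; fluorescence read at 485/525 nm.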
USP2a inh = qHTS Assay for Inhibitors of Ubiquitin-specific Protease USP2a Using CHOP2 as the Reporter | AID 463254, 2010 | Potency, µM (top dose mostly 38.3 µM), for the others: at the highest dose activity change, negative = inhibition, hits mostly inhibitors | USP2 core, Ub-CHOP2 coupled fluorogenic reporter, 485/531 | 0.01% of 330,000 active;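 also: potency is read from the fitted curve at half-maximal effect; plate controls were DMSO wells for no effect and full inhibition by NEM control for full effect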
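Deubiquitinase activity read as fluorescence (485/531 nm) after Ub-CHOP2 cleavage activates the enterokinase reporter on its substrate; USP2 core 10nM, Ub-CHOP2 and substrate 25nM each, 30min compound preincubation then 60min RT; data normalized to NEM, curves fitted.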
AT treatment = qHTS Assay for Identifying a Potential Treatment of Ataxia-Telangiectasia. […] A-T fibroblasts, KAP-1 phosphorylation AlphaLISA; neocarzinostatin DNA damage 30 min before lysis. Potency, µM (series often up to 57.5 µM), inactives show at the top dose activation, usual class: activators. 0.19% of 320,000 active; also: potency is read from the fitted curve at half-maximal effect; % of control where 0% means no effect; nearly all actives have a fitted effect of over 45% in size
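hTERT-immortalized A-T patient fibroblasts ([…]), 500 cells/well in OPTI-MEM, 1% FBS, got compounds for 60 min, then NCS for 30 min at 37C. Lysates were then assayed for phospho-KAP-1 by AlphaLISA (anti-pKAP1 donor, anti-KAP1 acceptor beads), 6 hr at 25C.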
TCR act = Activators of T cell receptors: qHTS campaign. 330,000 tested, under 10 active. primary human leukocytes, anti-CD3, IL-2 HTRF, 48 h. Potency, µM (highest dose often 9.22 µM), without a hit: at the top dose activation of IL-2 secretion, actives largely listed as activators; also: % of control where 0% means no effect
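Primary human leukocytes incubated 48 hr with anti-CD3 beads plus compound, without co-stimulation. Secreted IL-2 measured by HTRF (europium cryptate/d2 anti-IL-2 pair, 320 nm excitation, 665 nm emission).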
KCNH2 3.1 inh = qHTS for Inhibitors of KCHN2 3.1: Mutant qHTS | Potassium voltage-gated channel subfamily H member 2, brain isoform KCNH2 3.1 (human) | U2OS KCNH2 3.1, thallium flux FluxOr; stronger effect = lower value | activity change, % (tested at about 1.8 µM) | 0.95% of 340,000 active | AID 720553, 2013;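 active = maximum activity change below -70%; inconclusive = maximum activity change from -70% to -50%; inactive = maximum activity change above -50%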;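 also: thallium influx rate constant from kinetic fluorescence after stimulation buffer; % is scaled to controls: 0 for no effect and ±100 for the full control effect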
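Steps: virus added to U2OS suspension (4 h, RT, dark); medium with 10% FBS added, cells plated, 37 C overnight; FluxOr/Red40 loading buffer 45 min RT; stimulation buffer, 2 min kinetic read; rate constant normalized.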
KCNH2 WT inh = qHTS for Inhibitors of KCHN2 3.1: Wildtype qHTS | Voltage-gated inwardly rectifying potassium channel KCNH2 (Homo sapiens), Q12809 | U2OS, BacMam KCNH2, thallium flux FluxOr; stronger effect = lower value | activity change, % at 1.84 µM | 0.37% of 340,000 active | AID 720551, 2013;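 active = maximum activity change below -70%; inconclusive = maximum activity change between -70% and -50%; inactive = maximum activity change above -50%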; also: % is scaled to controls: 0 for no effect and ±100 for the full control effect
Target sequence (Q12809 whole entry, looked up): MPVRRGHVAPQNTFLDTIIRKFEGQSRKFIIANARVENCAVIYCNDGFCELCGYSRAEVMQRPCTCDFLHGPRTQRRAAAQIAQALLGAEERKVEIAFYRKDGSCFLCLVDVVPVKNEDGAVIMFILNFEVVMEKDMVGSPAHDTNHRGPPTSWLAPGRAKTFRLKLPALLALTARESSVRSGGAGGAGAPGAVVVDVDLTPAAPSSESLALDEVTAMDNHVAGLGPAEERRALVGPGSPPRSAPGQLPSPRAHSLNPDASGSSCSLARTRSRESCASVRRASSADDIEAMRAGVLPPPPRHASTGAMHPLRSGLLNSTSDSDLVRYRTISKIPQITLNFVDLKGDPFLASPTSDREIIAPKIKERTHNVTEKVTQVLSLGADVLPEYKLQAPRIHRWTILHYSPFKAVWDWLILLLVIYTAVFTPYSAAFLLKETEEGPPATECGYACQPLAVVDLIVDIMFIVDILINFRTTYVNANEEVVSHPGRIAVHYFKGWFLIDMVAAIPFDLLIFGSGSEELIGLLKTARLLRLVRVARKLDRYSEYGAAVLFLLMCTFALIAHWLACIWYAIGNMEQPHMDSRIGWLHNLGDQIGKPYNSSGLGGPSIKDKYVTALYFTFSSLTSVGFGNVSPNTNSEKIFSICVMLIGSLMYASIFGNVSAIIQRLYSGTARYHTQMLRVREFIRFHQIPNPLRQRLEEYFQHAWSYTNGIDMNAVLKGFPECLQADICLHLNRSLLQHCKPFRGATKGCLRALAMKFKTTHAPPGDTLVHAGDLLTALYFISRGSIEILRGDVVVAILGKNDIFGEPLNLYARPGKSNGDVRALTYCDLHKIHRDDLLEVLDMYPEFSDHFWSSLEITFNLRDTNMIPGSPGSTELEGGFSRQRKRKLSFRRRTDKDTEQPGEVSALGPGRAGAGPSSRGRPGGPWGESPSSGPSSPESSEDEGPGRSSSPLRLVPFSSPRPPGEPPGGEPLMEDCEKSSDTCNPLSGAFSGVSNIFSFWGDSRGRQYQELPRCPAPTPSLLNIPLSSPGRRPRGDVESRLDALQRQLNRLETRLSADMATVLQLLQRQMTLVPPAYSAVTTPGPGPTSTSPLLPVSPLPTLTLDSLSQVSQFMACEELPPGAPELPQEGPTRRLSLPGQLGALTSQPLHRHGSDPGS
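U2OS cells were transduced with wild-type KCNH2 virus (2.03 x 10^8 / mL) for 4 h at room temperature, then cultured overnight at 37 C. Thallium flux was read with FluxOr dye. Rate constants were normalized to DMSO controls.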
TRPV1 agonist = HTS Assay for Compounds that Act as Agonists of the Vanilloid Receptor 1; Transient receptor potential cation channel subfamily V member 1 (Homo sapiens), Q8NER1; TRPV1-expressing cells, Fluo-8 calcium influx, agonist mode; activation, % at 8.33 µM; 0.19% of 320,000 active; in the data active = activation above about 80%; inconclusive = between about 30% and that limit; also: 0% is about no effect
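TRPV1-expressing cells were cultured overnight at 35.5C and loaded with Fluo-8 calcium dye for 40 to 90 min at room temperature. After a 10 s baseline, compound was added and calcium influx was read kinetically for 3 min (ex 480/em 520 nm).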
TSHR antagonist = Antagonists of the Thyroid Stimulating Hormone Receptor: HTS campaign | 0.2% of 330,000 active | TSHR-expressing cells, TSH-stimulated cAMP HTRF, 2 h; stronger effect = lower value | AID 504810, 2011 | activity change, negative = inhibition, % at 11.5 µM;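 active = activity change below a set negative limit, meaning inhibition stronger than a set level, cut at about -70% in these data; inconclusive = activity change between two set negative limits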; also: % is scaled to controls: 0 for no effect and ±100 for the full control effect
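Antagonism was scored as loss of TSH-driven cAMP in TSHR cells, stimulated with 4nM TSH (EC80) for 2 hours at 37 deg C and detected by homogeneous HTRF competition immunoassay.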
ELG1 repair inh = qHTS screen for small molecules that inhibit ELG1-dependent DNA repair in human embryonic kidney (HEK293T) cells expressing luciferase-tagged ELG1. HEK293T ELG1-luciferase reporter, luminescence, 16 h; DNA damage induced by 5-fluorouridine. Potency, µM (highest dose often 46.1 µM), for the others: at the highest dose activity change, negative = inhibition, hits mostly inhibitors. 2.3% of 330,000 active. AID 504467, 2011; also: potency is read from the fitted curve at half-maximal effect; % is scaled to controls: 0 for no effect and ±100 for the full control effect; nearly all actives have a fitted effect of over 55% in size
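Step one: seed 2,000 cells per well. Step two: pin-transfer compound or DMSO alongside 5-fluorouridine. Step three: incubate 16 hr, 37 °C, 5% CO2. Step four: add ONE-Glo, wait 30 min, read luminescence.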
Numbers without * were called inactive; ? = inconclusive; . = not tested or not shown; [ ] = remark or other dose. Unless noted, calls follow the shape of the dose curve; as a rule, active = well fitted curve in the direction sought with a large enough effect; inconclusive = small, poorly fitted or top-dose-only effect, or another doubt; inactive = no such curve, though single readings can be large; an effect the other way counts as inactive or inconclusive.

no.	structure	Mito fusion act	Eya2 inh	USP2a inh	AT treatment	TCR act	KCNH2 3.1 inh	KCNH2 WT inh	TRPV1 agonist	TSHR antagonist	ELG1 repair inh
1	CC(=NCC1CCCO1)C1=C(O)CC(C)(C)CC1=O (configuration not stated)	1%	-31%	1%	4%	-2%	0	20	1	-3	13%
2	CCN1C(=O)[C@H]2[C@@H](c3ccc(-c4ccc5c(c4)OCO5)c(OC)c3)N[C@@](C)(C(=O)OC)[C@H]2C1=O	.	18%	0%	6%	-1%	-2	5	.	-5	0%
3	CCOC(=O)c1nn(-c2ccccc2)c(=O)cc1OCC(=O)Nc1ccccc1OCC	-2%	7%	1%	6%	1%	-1	6	1	4	?
4	COc1ccc(NC(=S)NCCCN2CCCC2=O)c(OC)c1	-8%	1%	1%	2%	-5%	5	2	-3	2	10%
5	CC(NCC(O)COc1ccccc1)C1COc2ccccc2O1 (configuration not stated)	-23%	-9%	0%	-11%	-6%	-3	18	2	2	-4%
6	CCCCC(=O)Nc1ccc(C(=O)NN2C(=O)c3ccccc3C2=O)cc1	-2%	13%	2%	5%	1%	-5	7	2	5	5%
7	COc1cc(/C=N/N=C/c2cc(OC)c(O)c(OC)c2)cc(OC)c1O	-1%	-4%	0%	-2%	0%[46.1 µM]	-6	-1	1	4	-3%
8	O=C(NCc1ccccc1)c1cnsn1	1%	15%	2%	-3%	-5%	3	12	12	18	-3%
9	CCOc1cccc(C(=O)NNC(=O)CCC(=O)O)c1	-5%	2%	0%	6%	-2%[46.1 µM]	6	-14	-3	3	8%
10	Cc1ccc(CN(C)C2CCN(C)CC2)cc1	-1%	1%	-1%	-2%	-2%	1	-8	0	1	5%
11	C[C@H](CO)N1C[C@H](C)[C@@H](CN(C)Cc2ccc3c(c2)OCO3)Oc2c(NS(=O)(=O)c3cn(C)cn3)cccc2C1=O	.	-4%	4%	4%	-14%	-4	5	.	-12	?
12	Cc1c(-c2cc(Br)ccc2O)nc2cc3c(cc2c1C)OCO3	6%	6%	0%	5%	5%	-16	-1	7	-10	?
13	CC(C)[C@H](NC(=O)C1CCN(S(=O)(=O)c2ccccc2)CC1)C(=O)NCc1ccccn1	0%	5%	10%	0%	-11%	-9	-6	0	-15	-3%
14	CCCC(=O)N1CCN(c2ccc(NC(=O)c3ccc(OCC)c([N+](=O)[O-])c3)cc2)CC1	3%	-11%	0%	-5%	-4%	-31	11	0	-3	-2%
15	Cc1ccc(NS(=O)(=O)c2cccc(C(=O)NCC3(N(C)C)CCCCC3)c2)cc1	5%	3%	-1%	7%	-3%	-27	13	1	-10	-13%
16	COc1ccc(C(=O)COC(=O)c2ccc(NC(=O)c3ccccc3)cc2)cc1	0%	-6%	4%	-2%	-4%	-16	-1	7	19	23%
17	CC1CCC2C(C1)c1sc(=O)[nH]c1SC2(C)C (configuration not stated)	-23%	2%	-1%	4%	3%	-8	2	-5	-20	11%
18	CC(=O)c1sc(N/N=C/c2cccc(O)c2)nc1C	-1%	6%	5%	4%	4%	4	-6	-4	-2	?
19	O/N=C1\CCc2cc(Cl)ccc21	-1%	-5%	2%	6%	4%	-5	-5	-2	2	?
20	CCCn1nnnc1NCc1ccccc1OCc1ccc(F)cc1	12%	7%	-4%	7%	-1%	1	0	?	-7	?
21	O=S(=O)(NCCOc1ccccc1F)c1cccc(Br)c1	9%	3%	1%	-2%	3%	-7	-11	17	-2	-1%
22	COc1ccc(C(=O)NC(=S)NCc2ccc(-c3nc4ccccc4o3)cc2)cc1OC	-7%	14%	2%	7%	5%	6	-9	-5	3	17%
23	O=C(COC(=O)c1c(F)cccc1F)Nc1ccccc1OC(F)F	18%	-3%	-2%	4%	-4%	16	11	11	-14	6%
24	CCOC(=O)c1ccc(CNCc2ccccc2)cc1	0%	6%	3%	9%	1%[46.1 µM]	8	4	4	18	?
25	CN1CCN(C(=O)CN2C(=O)CC(C)(C)S(=O)(=O)c3ccccc32)CC1	1%	-7%	0%	.	3%	9	-24	-3	0	3%
26	O=C1c2cccc(OCC(=O)N3N=C(c4cccs4)CC3c3ccc(F)cc3)c2CCN1Cc1cccnc1 (configuration not stated)	10%	0%	-7%	2%	-2%[46.1 µM]	-9	-1	0	0	18µM*
27	N=C1C=CC=C2C1=NC1(CCCCC1)N2O	-4%	5%	1%	-27%	.	-14	0	1	-18	-4%
28	Cc1nc2ccc(Cl)cc2nc1C	1%	-1%	3%	-2%	-2%	8	-9	-1	0	?
29	Cc1cc(C)n(C(C)CC(=O)Nc2ccc3c(c2)OCCO3)n1 (configuration not stated)	-13%	6%	4%	-5%	-3%	-13	-20	2	2	?
30	CC(Sc1nnc(-c2ccc(Cl)cc2Cl)n1Cc1ccccc1)C(=O)Nc1nccs1 (configuration not stated)	10%	-1%	1%	0%	-1%	-10	3	-6	-9	-29%
31	O=C(Nc1ccc(F)cc1)C1CCCN(S(=O)(=O)c2cccc3nonc23)C1 (configuration not stated)	-5%	-4%	6%	7%	2%	1	0	1	14	2%
32	COc1ccccc1P(=O)(c1ccccc1)c1ccccc1	0%	-10%	-6%	4%	-2%	7	-15	6	12	?
33	C[C@H](NC(=O)NC1CCCc2ccccc21)C(=O)O (some centres not stated)	2%	-16%	3%	5%	-14%	-2	-2	-1	-1	11%
34	CCCOc1cc(C)c(S(=O)(=O)n2nnc3ccccc32)cc1C	0%	12%	2%	3%	8%	-1	6	0	1	2%
35	CN1CCN(c2nc(-c3cccs3)cc(C(F)(F)F)n2)CC1	-8%	-22%	-3%	-3%	4%	-8	2	4	7	10%
36	CCCCOc1ccc(Cl)cc1CSc1nnc(CC)n1N	6%	-1%	4%	-10%	-2%	-8	34	?	10	-2%
37	Clc1ccccc1-c1ncc2ccccn12	-4%	-1%	3%	.	-16%	.	.	12	-2	19%
38	COc1ccc(C2=C(C)C(N3CCN(C(=O)c4ccco4)CC3)=NS2(=O)=O)cc1	1%	4%	3%	-2%	-7%	-13	9	2	-4	?
39	CN(C)c1ccc(NC(=O)Nc2csc3ccccc23)cc1	2%	-14%	0%	-12%	-2%	9	3	1	15	?
40	CC1(C)CC(=O)C2(CC3=C(CC(C)(C)CC3=O)O2)C(=O)C1	-3%	-3%	0%	32%	1%	4	0	-1	28	7%
41	CC(O)[C@H]1CC[C@H]2[C@@H]3CC[C@H]4C[C@@H](O)CC[C@]4(C)[C@H]3C(=O)C[C@]12C (some centres not stated)	-16%	9%	1%	2%	-3%	1	-1	6	8	11%
42	Cc1cc[n+](CCc2ccccc2)cc1C	1%	-15%	0%	2%	1%	6	-3	0	2	?
43	COc1ccccc1NC(=O)Cn1cnc2c(nnn2-c2ccc(C)cc2)c1=O	2%	?	7%	0%	-7%	1	3	?	1	-21%
44	COc1ccc(C(=O)N/N=C(\C)c2ccc3c(c2)C2C=CCC2C(c2ccccc2)N3)cc1 (configuration not stated)	7%	-6%	-1%	3%	-4%[46.1 µM]	10	1	16	0	?
45	O=C(COC(=O)c1cc(S(=O)(=O)N2CCOCC2)ccc1Cl)NC1CC1	0%	0%	0%	2%	8%	7	-10	-3	13	22%
46	CCc1nnc(NC(=O)CSc2nc(N)c(NC(=O)c3ccc(OC)cc3)c(=O)[nH]2)s1	-2%	1%	1%	-1%	1%	.	9	-2	7	1%

Compound activity from PubChem BioAssay.

This is a subset. The share of hits here may be higher or lower than overall.
